GLP-1R inv ag – qHTS of GLP-1 Receptor Inverse Agonists (Inhibition Mode); AID 624417, 2012; Glucagon-like peptide 1 receptor (Homo sapiens), P43220; Potency, µM (doses to about 38.3 µM), for inactives: top-dose activity change, negative = inhibition, hits mostly inhibitors; 410,000 tested, 1.6% active; HEK293 GLP-1R CRE-luciferase, luminescence, 24 h; GLP-1R form is constitutively active; also: potency is read from the fitted curve at half-maximal effect; % is scaled to controls: 0 for no effect and ±100 for the full control effect; nearly all actives have a fitted effect of over 55% in size
Target sequence (P43220 whole entry, looked up): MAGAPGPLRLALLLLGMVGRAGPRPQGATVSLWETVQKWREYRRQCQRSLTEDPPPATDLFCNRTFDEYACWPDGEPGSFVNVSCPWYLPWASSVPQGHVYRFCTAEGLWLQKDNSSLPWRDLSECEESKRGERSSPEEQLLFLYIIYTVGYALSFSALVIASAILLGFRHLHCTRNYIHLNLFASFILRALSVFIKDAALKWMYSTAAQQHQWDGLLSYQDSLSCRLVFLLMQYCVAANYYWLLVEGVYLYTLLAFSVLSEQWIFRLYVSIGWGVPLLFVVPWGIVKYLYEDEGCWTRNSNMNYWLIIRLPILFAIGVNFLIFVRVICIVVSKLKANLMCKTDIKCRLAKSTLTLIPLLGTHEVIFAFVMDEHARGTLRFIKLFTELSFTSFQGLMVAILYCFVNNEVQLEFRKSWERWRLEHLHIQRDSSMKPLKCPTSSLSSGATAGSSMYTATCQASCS
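Using stably transfected HEK293 (constitutively active GLP-1R, cAMP-luciferase reporter), compounds were incubated 24 hr and luciferase measured by luminescence.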
D3 ag – qHTS of D3 Dopamine Receptor Agonist: qHTS. D3R DiscoveRx beta-arrestin cells, luminescence, 90 min. max activation, %. 410,000 tested, 0.58% active. AID 652048, 2013; in the data active = max activation above about 30%; also: 0% is about no effect; mostly tested at two doses, the higher about 12 µM
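Cells at 1500/well, incubated overnight, then treated with pinned compounds (dopamine as control) for 90 min at 37 degrees C. DiscoveRx reagent added for 30 - 60 minutes at room temperature; luminescence read.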
DRD3 antagonist – qHTS of D3 Dopamine Receptor Antagonist: qHTS | D(3) dopamine receptor (Homo sapiens), P35462 | D3R cells, DiscoveRx beta-arrestin luminescence, antagonist mode; hits give low values | max response, negative = inhibition, % | 360,000 tested, 2.5% active | AID 652054, 2013; in the data active = max response below about -50%; inconclusive = no clear call, values can overlap the other calls; also: % is scaled to controls: 0 for no effect and ±100 for the full control effect; mostly tested at two doses, the higher about 12 µM
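Cells expressing the human receptor were seeded at 1500 cells/well, incubated overnight at 37 degrees C in 5% CO2, then exposed to library compounds with dopamine controls for 90 minutes at 37 degrees C before luminescent detection.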
IL-2 act – qHTS of IL-2 Activators. IL-2 activation reporter assay, cell-based qHTS; stimulated with anti-CD3/CD4/CD28 beads; in transgenic mouse T cells. activation, % (series mostly up to about 46 µM). 360,000 tested, 0.065% active; in the data active = activation above about 50%; inconclusive = mostly about 30% to 49%; also: 0% is about no effect
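Unstimulated transgenic mouse T cells; 60-min compound exposure; bead-based TCR/CD4/CD28 stimulation; 18 h culture, 37 degrees C; dual fluorescence (EGFP, DsRed) plate cytometry.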
WRN inhibitor – qHTS for Inhibitors of WRN Helicase. WRN helicase unwinding, fluorescent forked duplex, kinetic. Potency, µM (top dose mostly 114 µM), without a hit: at the highest dose activity change, negative = inhibition, actives largely listed as inhibitors. 360,000 tested, 0.46% active. Bifunctional 3'-5' exonuclease/ATP-dependent helicase WRN (Homo sapiens), Q14191; also: potency is read from the fitted curve at half-maximal effect; % is scaled to controls: 0 for no effect and ±100 for the full control effect; nearly all actives have a fitted effect of over 55% in size
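WRN at 20 nM final was preincubated with compound for 15 min at room temperature; reaction started with 100 nM forked duplex oligonucleotide carrying fluorophore and quencher plus 2 mM ATP (final). Unwinding followed kinetically by red fluorescence (ex 525/em 598 nm).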
PI5P4K alpha inh – qHTS for Inhibitors of phosphatidylinositol 5-phosphate 4-kinase (PI5P4K). Phosphatidylinositol 5-phosphate 4-kinase type-2 alpha (Homo sapiens), P48426. PI5P4Kalpha enzyme, ADP-Glo luminescence, 60 min; hits give low values. max response, %. 330,000 tested, 1.2% active. AID 652105, 2013; active = max response of -50% or lower; inconclusive = between -30% and -50%; inactive = -30% or higher; also: value at the top dose of about 77 µM; % is scaled to controls: 0 for no effect and ±100 for the full control effect
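Reactions run in 0.038 M HEPES pH 7.4, 0.28 mM EGTA, 0.1% CHAPS and 5% DMSO, with PI5P4Kalpha, substrate, compound and 5 microM ATP final, one hour at room temperature. Readout is ADP-Glo luminescence.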
GLP1R ag – qHTS of GLP-1 Receptor Agonists; Potency, µM (series often up to 45.6 µM), for the others: at the highest dose activation, most hits filed as activators; HEK293 GLP-1R CRE-luciferase, luminescence, 4-6 h; cells express a hypersensitive GLP-1R form; 380,000 tested, 0.007% active; also: potency is read from the fitted curve at half-maximal effect; % of control where 0% means no effect
PLK1 PBD block – qHTS for Inhibitors of PLK1-PDB (polo-like kinase 1 - polo-box domain): Primary Screen. Plk1 PBD binding of FITC phosphopeptide, fluorescence polarization. Potency, µM, without a hit: max response, negative = inhibition, actives largely listed as inhibitors. 360,000 tested, 2.8% active. AID 720504, 2013; also: potency is read from the fitted curve at half-maximal effect; series mostly up to about 57 µM; % is scaled to controls: 0 for no effect and ±100 for the full control effect; nearly all actives have a fitted effect of over 65% in size
Target sequence (P53350 whole entry, looked up, the tested form may be a part): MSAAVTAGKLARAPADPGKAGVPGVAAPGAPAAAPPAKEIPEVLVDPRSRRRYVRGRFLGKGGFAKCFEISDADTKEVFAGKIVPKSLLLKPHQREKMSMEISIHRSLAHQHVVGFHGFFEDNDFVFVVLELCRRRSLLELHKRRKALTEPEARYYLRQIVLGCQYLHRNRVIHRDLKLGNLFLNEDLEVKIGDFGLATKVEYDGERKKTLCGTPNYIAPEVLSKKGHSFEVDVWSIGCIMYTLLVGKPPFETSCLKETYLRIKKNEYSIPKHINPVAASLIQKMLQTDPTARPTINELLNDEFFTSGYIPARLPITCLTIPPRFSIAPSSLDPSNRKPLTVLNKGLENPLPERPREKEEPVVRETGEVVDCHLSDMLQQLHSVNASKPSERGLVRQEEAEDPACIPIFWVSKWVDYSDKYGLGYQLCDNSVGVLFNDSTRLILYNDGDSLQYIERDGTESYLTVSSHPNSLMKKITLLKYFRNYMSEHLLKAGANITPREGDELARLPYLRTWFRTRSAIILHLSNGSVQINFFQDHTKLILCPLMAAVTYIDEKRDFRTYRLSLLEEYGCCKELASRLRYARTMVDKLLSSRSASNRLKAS
HEK293 tox – qHTS of GLP-1 Receptor Inverse Agonists: Cytotox Screen. HEK293 cAMP-luciferase reporter cells, luminescence, 24 h. Potency, µM (doses to about 38.3 µM), without a hit: at the top dose activity change, negative = inhibition, actives largely listed as inhibitors. 410,000 tested, 0.13% active;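 also: loss of luciferase light is scored as toxicity; potency is read from the fitted curve at half-maximal effect; % is scaled to controls: 0 for no effect and ±100 for the full control effect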
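A 23 nL compound transfer followed 12 hours of cell culture at 37 deg C; exposure then lasted 24 hr. Luciferase assay detection reagent was dispensed and plates read for luminescence after a 12 min room-temperature wait.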
An asterisk follows results filed as active; ? = inconclusive; . = no result given; [ ] = remark or other dose. Unless noted, calls follow the shape of the dose curve; as a rule, active = well fitted curve in the direction sought with a large enough effect; inconclusive = small, poorly fitted or top-dose-only effect, or another doubt; inactive = no such curve, though single readings can be large; an effect the other way counts as inactive or inconclusive.

Start of the data: the first two compounds (preview)
Compound	GLP-1R inv ag	D3 ag	DRD3 antagonist	IL-2 act	WRN inhibitor	PI5P4K alpha inh	GLP1R ag	PLK1 PBD block	HEK293 tox
CC(=O)Nc1cccc(OCCCNC(=O)c2cccc3ccccc23)c1	15.5%	-8.0	-2.6	-0.3	0.2%	-1.2	5.9%	-2.0%	-3.6%
Cc1cc(Br)ccc1OCC(=O)N1CCCCCC1	?	-0.8	14.5	0.1	1.5%	-1.4	0.2%	-15.8%	-14.8%

The whole of this part, from the start:
Compound	GLP-1R inv ag	D3 ag	DRD3 antagonist	IL-2 act	WRN inhibitor	PI5P4K alpha inh	GLP1R ag	PLK1 PBD block	HEK293 tox
CC(=O)Nc1cccc(OCCCNC(=O)c2cccc3ccccc23)c1	15.5%	-8.0	-2.6	-0.3	0.2%	-1.2	5.9%	-2.0%	-3.6%
Cc1cc(Br)ccc1OCC(=O)N1CCCCCC1	?	-0.8	14.5	0.1	1.5%	-1.4	0.2%	-15.8%	-14.8%
O=C1/C(=C/c2ccccc2)SC(=S)N1CC(=O)N1CCCCC1c1cccnc1 (stereo not drawn)	?	-4.1	-8.7	-3.7	1.5%	-8.5	2.8%	-15.4%	?
COC(=O)c1ccc(CSc2nc(-c3ccco3)cc(C(F)(F)F)n2)o1	?	7.6	41.1	-0.4	-9.2%	-13.6	2.5%	-16.1%	-12.6%
Cc1cc(C)cc(NC(=O)NC2CCN(CC(=O)Nc3cccc(Cl)c3C)CC2)c1	5.0%	18.1	11.6	-3.8	3.8%	11.1	4.6%	5.3%	2.6%
Cc1ccc(C(=O)NNC(=O)c2ccc(NS(=O)(=O)c3cccs3)cc2)o1	15.9%	-5.5	-11.7	0.3	0.9%	-4.3	-3.0%	1.7%	-11.6%
CC(C)(C)NS(=O)(=O)c1ccc(OCC(=O)NCc2ccco2)cc1	20.6%	0.1	8.7	-0.7	-3.2%	5.0	0.6%	2.9%	7.7%
CN1CCN(Cc2nc3c(c(=O)[nH]c(=O)n3C)n2Cc2c(F)cccc2Cl)CC1	-14.8%	1.0	21.8	2.4	-4.4%	0.1	2.0%	-2.1%	-2.2%
CC1CCCCC12NC(=O)N(CC(=O)Nc1cccc(S(=O)(=O)N3CCCCC3)c1)C2=O (stereo not drawn)	-33.7%	-1.6	6.1	0.0	-5.8%	-2.6	-1.5%	-3.3%	1.7%
S=C(Nc1cccc(Cl)c1)N1CCN(c2ccccn2)CC1	-29.2%	1.7	-0.2	0.3	-0.6%	4.9	2.6%	-9.7%	-11.4%
O=C(CSc1nccn1-c1cccc(Cl)c1)NC1CCCC1	?	2.3	-0.8	-2.6	4.1%	7.3	2.3%	-12.4%	5.8%
COc1ccc(S(=O)(=O)N2CCOCC2)cc1NC(=O)CSc1ccccc1	-1.2%	11.0	15.0	-1.1	-14.5%	7.0	-1.5%	?	-4.6%
COc1ccc(/C=C(\NC(=O)c2ccc(C)cc2)C(=O)NCCCN2CCOCC2)cc1OC	14.6%	0.2	4.7	0.0	0.5%	-1.9	5.6%	1.8%	-7.4%
COCCN1CCN(Cc2cn[nH]c2-c2cc3ccccc3o2)CC1	5.0%	-0.4	17.8	-2.5	-1.8%	1.3	7.3%	-1.6%	4.5%
O=C(NCc1cccnc1)/C(=C/c1ccc(Cl)cc1)NC(=O)c1ccccc1	-0.4%	-6.2	-14.8	-0.1	-4.2%	2.4	0.2%	-17.2%	-11.0%
C[C@]12c3[nH]c4cc(-c5ccco5)ccc4c3CCN1C(=O)[C@@H](CC(=O)NCc1cccc(C(F)(F)F)c1)C[C@@H]2C(=O)N1CCOCC1	?	-0.9	2.8	-0.1	0.6%	-22.1	0.0%	?	-5.6%
O=C(COC(=O)c1cccnc1)Nc1ccc(F)cc1	1.3%	17.1	-16.4	-1.6	2.7%	-8.1	-3.3%	-4.6%	-24.8%
CCn1c2ccccc2c2cc(NC(=O)COC(=O)c3cc(S(=O)(=O)N4CCCCC4)ccc3Cl)ccc21	-2.2%	7.3	-26.3	0.8	-1.3%	-3.9	-0.2%	-15.4%	75.6%[activator]
CCCC(=O)Nc1ccc(Cl)c(NC(=O)c2ccco2)c1	3.3%	3.8	8.0	-0.6	-0.6%	.	1.9%	-2.5%	4.8%
COC(=O)COc1ccc(C(C2C(=O)CC(C)(C)CC2=O)C2C(=O)CC(C)(C)CC2=O)cc1	9.3%	4.0	-4.1	-1.7	0.0%	-4.9	-2.9%	?	8.0%
CCOc1ccc(S(=O)(=O)N(C)CC(=O)NC2CCCC2)cc1	0.8%	-7.9	5.1	1.8	2.5%	-1.6	4.7%	4.1%	-0.3%
CCCC(=NCc1ccccc1)C1=C(O)C(C(=O)OC)C(C)(C)CC1=O (stereo not drawn)	0.0%	7.8	12.0	-1.3	1.4%	.	-2.4%	-2.8%	?
NC(=O)C1CCN(C(=O)/C(=C/c2ccco2)NC(=O)c2ccccc2)CC1	0.5%	-9.0	-11.8	1.5	11.8%	6.9	0.3%	-13.7%	19.8%
O=C1CCC([N+](=O)[O-])C(c2ccc(Cl)c([N+](=O)[O-])c2)N1 (stereo not drawn)	-19.1%[7.66 µM]	1.7	-2.4	0.8	-0.8%	-5.1	0.6%	-7.4%	2.0%[7.66 µM]
O=C(CN1C(=O)/C(=C/c2ccc(Cl)cc2)SC1=S)NC1C=CS(=O)(=O)C1 (stereo not drawn)	-5.9%	2.6	3.3	-1.1	-1.6%	2.3	-3.9%	-17.8%	5.1%
COc1ccc(C2C(C(=O)c3ccco3)=C(O)C(=O)N2CCc2ccccc2)cc1OC (stereo not drawn)	9.7%	-0.6	?	-1.5	13.5%[57.1 µM]	-4.1	-4.0%	-1.7%	0.2%
COc1cc2[nH]c(=O)n(Cc3ccc(C(=O)N4CCN(c5ccc(Cl)cc5)CC4)cc3)c(=O)c2cc1OC	-17.5%	-4.5	.	.	.	.	0.5%	.	-4.0%
CCCN1C(=O)CC(c2ccco2)Sc2ccccc21 (stereo not drawn)	0.0%	-12.7	19.4	-1.2	-5.2%	.	5.7%	-8.1%	2.6%
O=C(Nc1c2c(nn1-c1ccccc1)CS(=O)(=O)C2)c1ccccc1Br	52.8%[activator]	-3.2	-14.6	-0.3	-20.4%	2.4	-2.3%	-6.2%	-6.7%
COc1ccc2nc(N=Nc3ccc(O)c4ccccc34)sc2c1	-9.9%	-8.2	-25.8	-0.3	-16.0%	?	-7.5%	2.6%	-14.4%
CCN(CC)CCN1C(=O)C(=O)/C(=C(/O)c2ccc(OC)c(OC)c2)C1c1ccccn1 (stereo not drawn)	2.9%	-0.8	-26.8	-3.1	-0.3%[57.1 µM]	-3.5	-0.7%	-7.5%	-5.8%
COc1cc(CNc2ccc3[nH]c(=O)[nH]c3c2)ccc1OCc1cccc(C)c1	57.6%[activator]	27.5	5.8	-0.2	-1.6%	1.5	15.6%	3.8%	-24.8%
Cc1nn(CCCC(=O)Nc2cccnc2Cl)c(C)c1[N+](=O)[O-]	20.2%	2.7	2.4	0.5	-1.4%	7.5	6.8%	-1.8%	-14.3%
CC(Sc1cccc[n+]1[O-])C(=O)Nc1ccc([N+](=O)[O-])cc1Cl (stereo not drawn)	6.4%	3.5	1.8	-1.7	1.6%	0.3	1.0%	-6.0%	-0.2%
Cc1cccc(C)c1NC(=O)C(c1ccnc2ccccc12)n1c(=O)c(-c2ccccc2)nc2ccccc21 (stereo not drawn)	?	9.0	3.0	-0.7	-5.9%	7.7	.	0.6%	-5.4%
COc1ccnc(Oc2ccccc2)c1C#N	0.0%	-12.7	-6.8	-3.1	2.6%	.	7.2%	-1.6%	1.7%
N#CC1(Nc2ccc(-c3ccc(NC4(C#N)CCCC4)cc3)cc2)CCCC1	25.5%	-14.7	-21.8	-5.1	4.8%	-22.0	10.4%	-2.7%	-2.7%
O=C(c1cccc(NS(=O)(=O)c2ccc(F)c(F)c2)c1)N1CCCCC1	-0.4%	1.1	17.6	-2.7	0.3%	-1.7	-1.8%	-1.8%	-11.8%
CCOC(=O)N1CCC(NC(=O)CCS(=O)(=O)c2ccc3c(c2)CCN3C(=O)CC)CC1	3.9%	3.5	9.7	-0.7	-17.9%	0.6	1.0%	4.4%	-4.8%
CC(NS(=O)(=O)c1ccc2c(c1)CCN2C(=O)CCCC(=O)O)c1ccccc1 (stereo not drawn)	10.8%	-13.0	.	.	.	.	-2.2%	.	2.9%
CC1OC(C)(C)OC1C1CNc2nc(NC(=O)C(C)(C)C)[nH]c(=O)c2N1C(=O)c1cccnc1 (stereo not drawn)	0.7%	-5.5	-19.0	0.7	-33.8%[57.1 µM]	2.7	-1.1%	0.5%	-7.5%[1.53 µM]
COc1cccc(C(=O)Nc2ccc3c(c2)C(=O)N(CC2CCCO2)C3=O)c1 (stereo not drawn)	4.1%	3.8	-7.7	-1.5	-18.1%	10.9	-4.6%	3.8%	-1.6%

High-throughput results from PubChem BioAssay.
